NadD block: inhibitors of S. aureus NadD, primary screen, biochemical, colorimetric, uHTS; Nicotinate-nucleotide adenylyltransferase NadD (Staphylococcus aureus N315); purified NadD enzyme, colorimetric absorbance read-out; inhibition, % at 20 µM; actives 0.78% (n = 360,000); in the data active = inhibition above about 26%; also: some compounds past the cut are filed as inactive
LMPTP block: LMPTP phosphatase inhibitors, primary screen, biochemical, fluorescence intensity, uHTS; actives 0.22% (n = 360,000); Low molecular weight phosphotyrosine protein phosphatase (Homo sapiens), P24666; recombinant LMPTP-A, OMFP fluorogenic substrate; inhibition, % at 20 µM;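 active = compounds that cut the enzyme signal by at least half of the control window in the single-dose screen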;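 also: plate controls were DMSO wells with enzyme plus substrate for no effect and substrate without enzyme for full effect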
Target sequence (P24666 whole entry, looked up): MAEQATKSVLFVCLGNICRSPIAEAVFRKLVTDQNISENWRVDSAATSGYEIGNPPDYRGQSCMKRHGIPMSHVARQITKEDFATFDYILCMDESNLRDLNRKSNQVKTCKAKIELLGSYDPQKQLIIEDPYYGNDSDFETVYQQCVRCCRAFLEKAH
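Test system – LMPTP-A enzyme · Amount – LMPTP-A at 0.625 nM final in the reaction · Buffer or medium – Bis-Tris pH 6.0, DTT, detergent · Reagent – OMFP 400 µM · Doses – single 20 µM dose · Schedule – reaction 50 min, room temperature, dark · Detection – fluorescence intensity of OMFP turnover product · Evaluation – percent inhibition versus substrate-only and uninhibited controls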
DNMT1 block: human DNMT1 methyltransferase inhibitors, primary screen, biochemical, molecular beacon, fluorescence, HinP1I cleavage, uHTS; DNA (cytosine-5)-methyltransferase 1 (Homo sapiens), P26358; inhibition (reported as % activation of signal), % at 10 µM; actives 0.83% (n = 360,000); AID 588458, 2011; in the data active = inhibition above about 50%
Scp-1 inhibitor: Scp-1 phosphatase inhibitors, primary screen, biochemical, colorimetric, uHTS | Carboxy-terminal domain RNA polymerase II polypeptide A small phosphatase 1 (Homo … | Recombinant Scp1, phosphopeptide, malachite green phosphate absorbance | inhibition, % at 20 µM | actives 0.88% (n = 340,000) | AID 493091, 2011;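 active = inhibition above about 50% at 20 µM, limit read from the data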;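 also: plate controls were DMSO wells with enzyme for no effect and wells lacking enzyme for full effect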
Target sequence (Q9GZU7 76-261 limits assumed): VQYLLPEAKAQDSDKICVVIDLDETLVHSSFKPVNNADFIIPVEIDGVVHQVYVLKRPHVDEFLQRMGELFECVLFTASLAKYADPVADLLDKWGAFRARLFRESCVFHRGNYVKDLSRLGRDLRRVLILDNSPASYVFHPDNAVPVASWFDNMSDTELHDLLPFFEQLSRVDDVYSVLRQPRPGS
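System: truncated SCP-1 phosphatase (76-261aa); medium: Tris acetate buffer pH 5.5 with MgCl2 and Tween-20; incubation: 45 min room-temperature reaction, 5 min colour, 30 min stabiliser; compound: single 20 µM dose, 1% DMSO; reagent: Phosphorylated 17-residue peptide substrate; read-out: % inhibition at 20 µM; technique: colorimetric free-phosphate detection, absorbance 630 nm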
Tb MetRS inh: T. brucei MetRS inhibitors, primary screen, biochemical, luminescence | methionyl-tRNA synthetase (Trypanosoma brucei brucei) | purified T. brucei MetRS, ATP depletion, Kinase-Glo luminescence | inhibition, % at 11.9 µM | actives 0.4% (n = 360,000);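 active = inhibition above a per-plate cutoff of the control wells' mean inhibition plus 3 SD, cut at about 5.5% in these data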;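 also: 0% = DMSO wells median and 100% = median of wells with control inhibitor compound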
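Test system: purified T. brucei MetRS enzyme. Also added: ATP, methionine and E. coli bulk tRNA substrates. Compound: 11.9 µM single point. Schedule: 15 min enzyme-compound preincubation, 2 h reaction, 10 min detection, 25 °C. Signal: luciferase luminescence of residual ATP, Kinase-Glo. Evaluation: percent inhibition versus plate control medians. Controls: DMSO wells, low control.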
SUMO1 PPI mod: modulators of SUMO1 protein-protein interactions, primary screen, biochemical, uHTS; SUMO1 binding to a labelled peptide, TR-FRET, 1 h; inhibition, % at 20 µM; actives 0.33% (n = 360,000); in the data active = inhibition above about 37%
Target sequence (P63165 whole entry, looked up): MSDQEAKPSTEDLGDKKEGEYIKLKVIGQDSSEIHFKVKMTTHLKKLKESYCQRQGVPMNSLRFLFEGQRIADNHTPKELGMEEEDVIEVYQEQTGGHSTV
MLLE-PAM2 inh: inhibitors of PABP1 MLLE–PAM2 peptide binding, primary screen, biochemical, fluorescence polarization, FITC-PAM2, GST-MLLE. actives 0.36% (n = 360,000). Polyadenylate-binding protein 1 (Homo sapiens), P11940. inhibition, % at 20 µM; in the data active = inhibition above about 35%, passing the limit was not always enough;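 also: plate controls were DMSO wells with GST-MLLE for no effect and wells lacking GST-MLLE protein for full effect; some results filed as inactive read as strong as hits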
CSN deneddyl inh: inhibitors of CSN-mediated cullin deneddylation, primary screen, biochemical, fluorescence polarization, uHTS; AID 651999, 2013; actives 0.38% (n = 360,000); inhibition, % at 12.5 µM; Purified CSN, SCF-Nedd8-OG deneddylation; COP9 signalosome complex subunit 5 (Homo sapiens), Q92905;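 active = pattern-corrected inhibition above about 35%, with an unprinted fluorescence ratio check between 0.5 and 1.5, limit read from the data, passing the limit was not always enough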;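 also: 0% = enzyme with substrate and 100% = substrate without enzyme; some results filed as inactive read as strong as hits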
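Material: purified human Csn5 enzyme expressed in HEK293T cells / Medium: Tris buffer pH 7.5, NaCl, DTT, Tween-20, trehalose, ovalbumin / Compound dosing: 12.5 µM single point / Schedule: 90 min incubation of compound, enzyme and substrate at room temperature / Signal: fluorescence polarization of the substrate / Control set: no-enzyme wells high, enzyme-with-substrate wells low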
STEP inh: STEP phosphatase inhibitors, primary screen, biochemical, fluorescence intensity, uHTS. actives 0.25% (n = 360,000). inhibition, % at 20 µM. recombinant STEP, OMFP fluorogenic substrate. AID 588621, 2011. Tyrosine-protein phosphatase non-receptor type 5 (Homo sapiens), P54829;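 active = inhibition at 20 µM, scaled per plate between control wells, above about 37%, limit read from the data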;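 also: 0% = DMSO with enzyme and substrate and 100% = substrate only without enzyme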
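Test system: STEP tyrosine phosphatase / Reagent: OMFP at 25 µM / Doses: 20 µM, 1% DMSO / Read-out: percent inhibition scaled to no-enzyme and uninhibited-enzyme controls, plate-pattern corrected / Detection: FITC-channel fluorescence of OMFP product / Medium: Bis-Tris buffer pH 6.0, 2.5 mM DTT, 0.005% Tween 20 / Schedule: 20 min at room temperature, dark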
Rpn11 block: Rpn11 (PSMD14) deubiquitinase inhibitors, primary screen, biochemical, fluorescence polarization, uHTS; actives 0.59% (n = 360,000); AID 588493, 2011; calls only at 20 µM; 26S proteasome non-ATPase regulatory subunit 14 (Homo sapiens), O00487; human 26S proteasome, Ub4-pepOG fluorescence polarization; 20S core pre-blocked with epoxomicin;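 active = inhibition at 20 µM, scaled to each plate's controls, above about 33%, limit read from the data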
Target sequence (O00487 whole entry, looked up): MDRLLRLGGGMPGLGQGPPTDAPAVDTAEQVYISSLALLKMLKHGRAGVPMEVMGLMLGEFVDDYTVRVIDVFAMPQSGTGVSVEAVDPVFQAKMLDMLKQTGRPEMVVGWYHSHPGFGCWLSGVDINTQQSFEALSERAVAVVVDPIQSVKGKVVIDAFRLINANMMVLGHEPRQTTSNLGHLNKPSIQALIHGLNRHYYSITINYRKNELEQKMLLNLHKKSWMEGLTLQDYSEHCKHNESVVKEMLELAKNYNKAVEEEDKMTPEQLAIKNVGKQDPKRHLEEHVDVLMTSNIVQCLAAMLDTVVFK
Numbers without * were called inactive; i = inactive; x = no result given. Not a hit list (roughly 3.6% active in at least one column).

nr	molecule	NadD block	LMPTP block	DNMT1 block	Scp-1 inhibitor	Tb MetRS inh
1	CN(C)S(=O)(=O)c1cccc(NC(=O)COC(=O)c2cccc(S(=O)(=O)N3CCc4ccccc4C3)c2)c1	8	1.0	-1	-9	-0.6
2	O=C(NC1CCCCCCC1O)c1ccccc1 (stereo not drawn)	-3	-0.2	2	-2	-0.5
3	O=C(NNC1CC(=O)N(c2ccc3c(c2)OCCO3)C1=O)c1ccc(Cl)cc1 (stereo not drawn)	0	0.7	-2	-7	0.0
4	CCn1c(SCC(=O)Nc2ccccc2N2CCCCC2)nc2c1c(=O)n(C)c(=O)n2C	-2	0.8	2	1	0.0
5	Cc1ccc(C(=O)NCCCNC(=O)c2ccccn2)cc1	4	-1.0	1	-1	0.0
6	CCn1c(SCC(=O)N2CCCC2)nc2c(c1=O)SCC2	-2	-1.2	1	-9	-0.1
7	COC(=O)c1c(C)[nH]c(O)c1C=Nc1ccc(C(C)C)cc1	-3	0.1	-4	-4	-0.5
8	CCN(C(=O)COC(=O)CCn1c(C)csc1=O)c1c(N)n(Cc2ccccc2)c(=O)[nH]c1=O	-4	-1.1	5	-6	0.0
9	c1ccc2c(c1)CCN(CCCNc1nc3ccccc3n3cnnc13)C2	4	-0.7	-2	-7	-0.1
10	Cc1ccc(OCCC(=O)OCC(=O)NCc2ccccc2)cc1	-2	0.1	13	-5	-0.3
11	COc1ccc(OC)c(S(=O)(=O)N2CCN(C)CC2c2ccccc2)c1 (stereo not drawn)	-2	-0.8	1	0	-0.3
12	COC(=O)[C@@H]1C[C@@H]2CC[C@@H](O)C[C@@H]2N1Cc1ccc(N2CCN(C)CC2)cc1	-1	-2.1	2	-10	-0.1
13	Cc1ccc(C(=O)OCC(=O)Nc2ccc3c(c2)OCO3)cc1S(=O)(=O)N1CCOCC1	14	0.3	-9	-5	0.2
14	CCOc1cc(C2C(C(=O)OC)=CN(Cc3ccc(Cl)cc3)C=C2C(=O)OC)ccc1O	-9	2.6	-2	-4	-0.6
15	Cc1cnc(C(=O)OCc2c(C)cc(C(C)(C)C)cc2C)cn1	-9	1.3	1	-6	0.2

nr	SUMO1 PPI mod	MLLE-PAM2 inh	CSN deneddyl inh	STEP inh	Rpn11 block
1	-1	3	-2	0	i
2	-6	2	4	-1	i
3	-3	3	3	2	i
4	3	2	-3	1	i
5	-1	8	3	-2	i
6	-1	-9	1	-3	i
7	-21	-78	53*	7	i
8	-1	12	2	-1	i
9	2	-2	3	-2	i
10	1	-2	11	-2	i
11	0	5	0	1	i
12	-2	1	0	0	i
13	7	-15	-1	-2	i
14	-8	-5	8	2	i
15	1	2	1	0	i

Later entries:
nr	molecule	NadD block	LMPTP block	DNMT1 block	Scp-1 inhibitor	Tb MetRS inh
16	CCCCC(=O)Nc1cccn2ncnc12	0	0.5	1	-6	-0.4
17	CC1(NC(=O)Cc2c(F)cccc2Cl)CCS(=O)(=O)C1 (stereo not drawn)	-2	-0.8	1	-12	-0.5
18	COc1ccc(OC)c(NS(=O)(=O)c2cccc3cccnc23)c1	-1	0.4	2	6	-1.2
19	COc1cc2ccccc2cc1C(=O)Nc1ccc2oc(=O)ccc2c1	2	0.0	7	-1	-0.9
20	COc1cc(NC(=O)C2C3CCC(O3)C2C(=O)O)cc(OC)c1 (stereo not drawn)	7	-1.8	-1	-2	-0.6
21	O=C(Cn1nnc(-c2ccccc2NC(=O)c2cccs2)n1)Nc1ccccc1	-1	-1.0	5	1	0.6
22	O=C1NC(C(=O)O)=CC(c2cccc(Cl)c2Cl)N1 (stereo not drawn)	-1	-2.0	6	0	-0.3
23	Cc1ccc(Nc2nc(=O)c3cccnc3s2)c(Br)c1	-6	0.4	-9	-4	0.7
24	O=C(c1cnn2c(C(F)F)cc(-c3ccccc3)nc12)N1CCCCC1c1cccnc1 (stereo not drawn)	0	0.3	0	-12	0.2
25	c1csc(-c2nnc(N3CCCCCC3)c3ccccc23)c1	0	1.0	2	1	-0.3
26	COc1ccc(N(CC(=O)N/N=C/c2ccc(OC)c(OC)c2)S(=O)(=O)c2ccccc2)cc1	1	2.4	-5	-11	-0.5
27	CC1CC(=O)c2cnc(NCc3ccco3)nc2C1 (stereo not drawn)	5	1.0	7	-3	-0.8
28	CCOC(=O)c1ccc(-c2c(-c3ccc4c(c3)OCO4)noc2C)cc1F	-11	3.0	-3	-6	-0.1
29	NC(=O)CSc1nnc(Cc2ccc3c(c2)OCO3)o1	0	-0.3	0	3	-0.2
30	CN(C(=O)CSc1nnc(-c2cccnc2)n1-c1ccccc1F)C1CCS(=O)(=O)C1 (stereo not drawn)	-2	-1.9	-1	-2	-0.9

nr	SUMO1 PPI mod	MLLE-PAM2 inh	CSN deneddyl inh	STEP inh	Rpn11 block
16	-1	-8	2	2	i
17	-2	20	-5	-2	i
18	0	5	-4	2	i
19	12	12	10	-2	i
20	-4	-3	4	0	i
21	-2	-12	2	2	i
22	3	5	1	0	i
23	9	2	0	-2	i
24	-1	-3	-2	0	i
25	-4	-4	-6	-2	i
26	7	-1	-4	-1	i
27	2	12	1	1	i
28	2	4	-1	1	i
29	-2	13	-3	1	i
30	-1	-22	1	-3	i

The list goes on.
nr	molecule	NadD block	LMPTP block	DNMT1 block	Scp-1 inhibitor	Tb MetRS inh
31	CCN1C(=O)c2cccc3c(S(=O)(=O)N(C)C)ccc1c23	0	0.4	3	x	-0.3
32	Cc1cccc(OCCCC(=O)Nc2ccc(S(N)(=O)=O)cc2)c1C	-2	-0.8	2	-2	0.2
33	O=C(NCCC1=CCCCC1)C1CCC(CNS(=O)(=O)c2ccccc2)CC1 (stereo not drawn)	-6	0.5	1	0	0.0
34	C=C1C[C@H](O)[C@@H]2[C@H](OC(=O)[C@H]2C)[C@H]2[C@H](C)[C@@H](O)C[C@@H]12	-2	0.2	10	-2	-0.3
35	CC(=O)n1nc(-c2cccc(C)c2)nc1SCC(=O)Nc1ccccc1	-3	-1.5	-2	-12	0.3
36	CC(Oc1cccc(NC(=O)c2cccs2)c1)C(=O)c1ccccc1 (stereo not drawn)	-2	-0.5	-8	5	-2.4
37	COc1ccccc1NC(=O)CCC(=O)O	3	-0.5	-4	-2	-0.1
38	COC(=O)CC(NS(=O)(=O)c1cccs1)c1cccc2ccccc12 (stereo not drawn)	-1	-0.5	-4	-11	-0.8
39	COc1ccc(COC(=O)Nc2cn(C)nc2C(F)(F)F)cc1	11	0.7	0	1	-0.4
40	CCOC(=O)c1ccc(NC(=O)c2ccccc2N(C)S(=O)(=O)c2ccccc2)cc1	-9	0.6	-9	-17	0.4
41	CS(=O)(=O)N1CCC(C(=O)N2CCc3ccccc3C2)CC1	-1	-1.4	-1	-1	-0.6
42	O=C1CN(C(=O)COC(=O)c2ccccc2Br)c2ccccc2N1	-8	-1.2	1	-8	-0.4
43	O=C(CN1CCCSc2ccccc21)N1CCN(S(=O)(=O)c2cccc(F)c2)CC1	-7	0.5	89*	-5	-0.5
44	COc1ccc(-n2c(COc3cccc(C)c3)nnc2SCC(=O)NCc2ccco2)cc1	1	0.2	-7	-7	-0.7

nr	SUMO1 PPI mod	MLLE-PAM2 inh	CSN deneddyl inh	STEP inh	Rpn11 block
31	-29	-1	-5	1	i
32	0	3	4	-2	i
33	-2	6	3	-2	i
34	3	5	2	-2	i
35	-2	8	-3	-2	i
36	2	-8	7	-1	i
37	-4	2	4	0	i
38	-5	-24	1	-1	i
39	4	-2	10	-1	i
40	4	-12	1	-1	i
41	-2	-7	10	-1	i
42	5	2	1	1	i
43	4	-2	0	-3	i
44	-1	-87	9	1	i

Some of these compounds in order of heavy-atom count, smallest number first.
nr	molecule	NadD block	LMPTP block	DNMT1 block	Scp-1 inhibitor	Tb MetRS inh
37	COc1ccccc1NC(=O)CCC(=O)O	3	-0.5	-4	-2	-0.1
42	O=C1CN(C(=O)COC(=O)c2ccccc2Br)c2ccccc2N1	-8	-1.2	1	-8	-0.4
38	COC(=O)CC(NS(=O)(=O)c1cccs1)c1cccc2ccccc12 (stereo not drawn)	-1	-0.5	-4	-11	-0.8
35	CC(=O)n1nc(-c2cccc(C)c2)nc1SCC(=O)Nc1ccccc1	-3	-1.5	-2	-12	0.3
40	CCOC(=O)c1ccc(NC(=O)c2ccccc2N(C)S(=O)(=O)c2ccccc2)cc1	-9	0.6	-9	-17	0.4
44	COc1ccc(-n2c(COc3cccc(C)c3)nnc2SCC(=O)NCc2ccco2)cc1	1	0.2	-7	-7	-0.7

nr	SUMO1 PPI mod	MLLE-PAM2 inh	CSN deneddyl inh	STEP inh	Rpn11 block
37	-4	2	4	0	i
42	5	2	1	1	i
38	-5	-24	1	-1	i
35	-2	8	-3	-2	i
40	4	-12	1	-1	i
44	-1	-87	9	1	i
